NR2E3 ag-1: NR2E3 agonists in two-hybrid cells, primary screen, cell-based, luminescence, CHO-S, Gal4-NCOR/VP16-NR2E3; AID 602229, 2012; luciferase; 360,000 compounds, 0.35% hits; inhibition of corepressor binding, % at 3.98 µM;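 active means inhibition above the mean of all tested compounds plus 3 SD, cut at about 70% in these data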;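 further: 0% = DMSO with NR2E3 transfected cells and 100% = cells lacking NR2E3 construct; higher means lower luciferase signal from less NR2E3 corepressor binding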
Target sequence (Q9Y5X4 whole entry, looked up, the tested form may be a part): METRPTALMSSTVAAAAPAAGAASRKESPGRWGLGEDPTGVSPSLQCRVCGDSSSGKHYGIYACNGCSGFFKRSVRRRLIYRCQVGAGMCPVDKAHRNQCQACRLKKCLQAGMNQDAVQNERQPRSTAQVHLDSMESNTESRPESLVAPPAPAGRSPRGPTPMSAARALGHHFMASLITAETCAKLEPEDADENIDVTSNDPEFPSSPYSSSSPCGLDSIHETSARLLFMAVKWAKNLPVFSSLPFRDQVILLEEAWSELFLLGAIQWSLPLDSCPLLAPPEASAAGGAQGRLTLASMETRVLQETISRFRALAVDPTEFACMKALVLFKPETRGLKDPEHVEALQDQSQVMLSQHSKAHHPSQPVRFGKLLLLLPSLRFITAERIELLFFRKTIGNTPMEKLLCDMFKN
NR2E3 ag-2: inhibitors of NR2E3-RetCOR corepressor binding, primary screen, NR2E3 agonist project, biochemical, TR-FRET, GST-NR2E3, biotin-RetCOR; 320,000 compounds, 0.12% hits; 1536-well; AID 2300, 2010; inhibition of corepressor binding, % at 4.78 µM; Photoreceptor-specific nuclear receptor (Homo sapiens), Q9Y5X4;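 active means percent inhibition above the cutoff of mean plus 3 SD of all tested compounds, set per screening campaign, cut at about 20% in these data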;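 further: 0% = DMSO wells and 100% = biotin wells as full block of FRET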
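System: GST-tagged NR2E3 plus biotinylated RetCOR corepressor; Amount: 1.35 nM GST-tagged NR2E3 final; Dosing: single nominal compound dose of 4.8 µM; Schedule: 5 h incubation at 4 °C; Technique: TR-FRET with europium anti-GST and streptavidin-D2, 340 nm excitation; Controls: biotin wells as high control, 0.6% DMSO wells as low control.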
CaV13 ICDI inh: Primary screen for inhibitors of IQ motif and Ca2+-dependent inactivation inhibitor domain binding in CACNA1D, Förster resonance energy transfer in living cells, …; HEK cells, CFP/YFP FRET ICDI-IQ, plate reader, 10 min; percent FRET-ratio fall versus neutral wells; inhibition, % at 12.3 µM; 340,000 compounds, 0.098% hits; AID 743397;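 active means mean replicate inhibition of at least 30% and at least 1% of replicates passing that level; inconclusive means only one of the two criteria is met; inactive means neither criterion is met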;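 further: 0% = median of the neutral control wells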
KKLEB cytotox: cytotoxicity in KKLEB CF airway cells, primary screen, cytotoxicity control for CF NF-kB inhibitor project, cell-based, uHTS, fluorescence assay plates. KKLEB CF airway cells viability, ATPlite luminescence, overnight; hits give low values; cells stimulated with P. aeruginosa culture filtrate. activity change (cytotoxicity), % at 5 µM. 360,000 compounds, 0.36% hits. AID 602141, 2011;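 active means corrected activity change at or below -50% at 5 µM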
TRPM1 prom inh: inhibitors of MITF-dependent TRPM1 promoter reporter, primary screen, cell-based, SK-MEL-5, single point, luciferase | 330,000 compounds, 0.83% hits | SK-MEL-5 TRPM1 promoter luciferase, 24 h | inhibition, % at 12.5 µM;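 active means mean inhibition across replicates of 60% or more, whatever share of single replicates reaches that level; inconclusive means some that reach 60%, reason not given; inactive means mean inhibition across replicates below 60%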; further: values of inactives mirror those of a sister screen read the other way
CF NFkB block: inhibitors of PAF-induced NF-kB signaling, primary screen, cell-based, GFP fluorescence, uHTS. inhibition, % at 5 µM. KKLEB NF-kB-GFP reporter, GFP fluorescence overnight. 360,000 compounds, 0.86% hits;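 active means at least 50% inhibition at 5 µM, scaled per plate between neutral and stimulator controls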;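 further: PAF is a Pseudomonas aeruginosa culture filtrate used as stimulus; plate controls were PAF-stimulated DMSO wells for no effect and unstimulated DMSO wells for full effect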
PDI inh: inhibitors of human PDI, primary screen, biochemical, turbidity, single point, plate reader; Protein disulfide-isomerase (Homo sapiens), P07237; PDI insulin aggregation turbidity, A650, 90 min; inhibition, % at 10 µM; 350,000 compounds, 0.052% hits;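 active means mean inhibition across replicates of 30% or more, whatever share of single replicates reach that level; inconclusive means mean inhibition below 30% while every single replicate reaches 30%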;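 further: absorbance from insulin aggregation driven by PDI reduction with DTT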
Target sequence (P07237 whole entry, looked up): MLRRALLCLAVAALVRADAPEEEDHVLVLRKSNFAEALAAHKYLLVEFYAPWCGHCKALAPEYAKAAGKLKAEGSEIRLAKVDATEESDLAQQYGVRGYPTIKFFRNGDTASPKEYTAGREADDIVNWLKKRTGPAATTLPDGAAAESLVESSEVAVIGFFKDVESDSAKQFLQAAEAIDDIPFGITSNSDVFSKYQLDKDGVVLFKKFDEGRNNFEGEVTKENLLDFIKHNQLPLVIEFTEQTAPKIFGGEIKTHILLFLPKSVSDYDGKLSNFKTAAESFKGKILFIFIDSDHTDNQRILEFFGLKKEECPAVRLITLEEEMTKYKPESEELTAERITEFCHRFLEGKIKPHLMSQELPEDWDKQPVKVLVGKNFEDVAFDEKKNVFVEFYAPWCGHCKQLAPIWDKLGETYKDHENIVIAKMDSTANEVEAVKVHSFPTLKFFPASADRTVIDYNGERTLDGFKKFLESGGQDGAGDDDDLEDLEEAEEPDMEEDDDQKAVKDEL
Peg3 promoter: Peg3 promoter-driven luciferase inhibitors, primary screen, cell-based, HeLa, luciferase luminescence. HeLa PEG-Prom luciferase reporter, overnight. inhibition, % at 20 µM. 360,000 compounds, 1.7% hits;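 active means inhibition of at least 50% at 20 µM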
Vif inh: HIV Vif self-association inhibitors, primary screen, imaging, HEK293T, single point. HEK293T cells, Vif self-association by quenched fluorescence, 24 h. inhibition, % at 7.49 µM. 340,000 compounds, 0.35% hits; in the data active means inhibition above about 50%, passing the limit was not always enough; inconclusive means no clear call, values can overlap the other calls; inactive means below about 31%; further: some results filed as inactive read as strong as hits
Shn3 inh set2: reduction of Shn3 3'UTR firefly luciferase signal, primary screen, Schnurri-3 inhibitor project, cell-based, Clone20 osteoblasts, set 2; Clone20 osteoblast Shn3 3'UTR firefly luciferase, 24 h; inhibition, % at 12.5 µM; 360,000 compounds, 0.52% hits;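 active means mean inhibition of at least 75% with every replicate also reaching 75%; inconclusive means mean inhibition at least 75% but some replicate below; inactive means mean inhibition below 75%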;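 further: 0% = median of neutral control wells and 100% = pilot-screen positive control compound; some compounds past the cut are filed as inactive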
HIF-2a inh: HIF-2a reporter inhibitors, primary screen, luminescence, 786-0 RCC cells. inhibition, % at 18.8 µM. 786-0 RCC cells HIF-2a reporter, luciferase luminescence, overnight. 360,000 compounds, 0.72% hits. AID 624352, 2012;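 active means inhibition of the luminescence signal of 40% or more relative to plate controls, in a single-dose primary screen at 18.75 µM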
* hit, by the source's call; u = inconclusive; x = no result given.

Fields: NR2E3 ag-1	NR2E3 ag-2	CaV13 ICDI inh	KKLEB cytotox	TRPM1 prom inh	CF NFkB block	PDI inh	Peg3 promoter	Vif inh	Shn3 inh set2	HIF-2a inh
FC(F)(Cl)c1nnc2ccc(Cl)nn12
→ -3.1	-1.9	-6.4	10.7	15.6	-4.4	-5.5	1.6	-2.0	19.8	9.3
CCc1nc2ccc(C(=O)NC3CCN(Cc4ccccc4)CC3)cn2c1N(CC)Cc1cccc(Br)c1
→ 28.0	x	-4.6	-40.6	x	23.7	2.3	94.3*	2.2	-3.0	9.6
COc1ccc(S(=O)(=O)N2CCC(C(=O)Oc3ccc(C)cc3)CC2)cc1OC
→ 16.2	-2.4	-5.6	8.2	1.9	-23.7	4.2	-7.8	35.2	-2.0	-3.2
NNC(=O)c1cnn(-c2ccccc2)c1C(F)(F)F
→ -32.2	0.4	3.1	-0.3	8.1	0.4	-4.1	-0.8	-3.1	18.6	3.8
CC(=O)Nc1cccc2c1C(=O)N(c1cccc(C)c1)C2=O
→ -20.5	-1.6	-3.6	-8.8	13.1	-5.6	-15.9	-2.8	-15.9	-4.7	1.7
O=C(c1cc(-c2ccc(Cl)cc2)on1)N1CCCC1
→ -78.9	4.4	-2.3	-1.4	-24.5	-13.7	-4.1	-134.6	4.5	-38.4	-131.8
CC(=O)c1cccc(CN2CCCC(CCC(=O)NCc3ccc(C)o3)C2)c1 (stereo not drawn)
→ -9.6	-1.6	-7.1	3.6	5.6	3.0	-5.9	3.4	-2.7	7.0	6.5
S=c1[nH]nc(COc2ccccc2)n1/N=C/c1ccc(Br)cc1
→ -39.5	-2.6	-21.8	-7.6	1.2	12.9	-3.2	25.5	2.7	12.8	0.0
CN(C)C(CNC(=O)c1cccc(S(=O)(=O)NCc2ccccc2)c1)c1ccccc1 (stereo not drawn)
→ -11.5	x	-6.2	6.5	-13.4	8.8	0.3	-18.5	-2.7	-13.1	-10.8
O=C(CN1c2cccc3cccc(c23)S1(=O)=O)NC1CCCCC1
→ -6.5	x	-2.6	-13.7	6.2	-1.3	-3.6	-3.7	-6.6	6.6	7.2

The last 4 compounds of the part before are carried over, then new ones follow:
Fields: NR2E3 ag-1	NR2E3 ag-2	CaV13 ICDI inh	KKLEB cytotox	TRPM1 prom inh	CF NFkB block	PDI inh	Peg3 promoter	Vif inh	Shn3 inh set2	HIF-2a inh
CC(=O)c1cccc(CN2CCCC(CCC(=O)NCc3ccc(C)o3)C2)c1 (stereo not drawn)
→ -9.6	-1.6	-7.1	3.6	5.6	3.0	-5.9	3.4	-2.7	7.0	6.5
S=c1[nH]nc(COc2ccccc2)n1/N=C/c1ccc(Br)cc1
→ -39.5	-2.6	-21.8	-7.6	1.2	12.9	-3.2	25.5	2.7	12.8	0.0
CN(C)C(CNC(=O)c1cccc(S(=O)(=O)NCc2ccccc2)c1)c1ccccc1 (stereo not drawn)
→ -11.5	x	-6.2	6.5	-13.4	8.8	0.3	-18.5	-2.7	-13.1	-10.8
O=C(CN1c2cccc3cccc(c23)S1(=O)=O)NC1CCCCC1
→ -6.5	x	-2.6	-13.7	6.2	-1.3	-3.6	-3.7	-6.6	6.6	7.2
NC(COCc1ccccc1)c1csc(Nc2ncccn2)n1 (stereo not drawn)
→ -48.4	x	-8.5	-1.9	x	-8.2	-5.3	18.0	-5.7	-9.3	-15.0
CC1CCCC(C)N1C(=O)CNCc1ccc2c(c1)OCO2 (stereo not drawn)
→ -22.9	-1.8	-19.9	0.5	4.9	5.0	7.2	-4.4	-3.8	2.2	-5.3
COc1cc2c(cc1OC)C(c1ccc(Br)cc1)NC(=O)C2 (stereo not drawn)
→ 1.9	x	-2.8	-4.9	-2.3	32.7	-4.8	11.6	6.7	3.3	20.5
CCC(C(=O)NCc1ccco1)N(C(=O)CNS(=O)(=O)c1ccccc1)c1ccccc1C (stereo not drawn)
→ -16.2	2.4	4.4	4.3	3.7	-5.2	-0.7	1.8	-2.1	15.9	10.0
COc1cccc(CNS(=O)(=O)c2cc3c4c(c2)CCN4C(=O)CC3)c1
→ 8.8	2.0	-5.5	-7.0	0.4	-15.7	0.8	-3.8	4.3	-8.0	10.1
N/C(Cn1cncn1)=N\NC(=O)c1ccc(Cl)cc1Cl
→ -29.5	1.4	2.0	8.3	-7.5	1.8	5.4	-8.4	1.3	-26.2	9.1
CCCn1c(=O)c(C(=O)NCCCc2ccccc2)c(O)c2ccccc21
→ 4.3	-4.2	3.7	-14.4	-6.1	7.5	-54.8	8.0	-2.8	0.4	33.7
CCc1occc(=O)c1Oc1cc(NN2CCCCC2)c([N+](=O)[O-])cc1[N+](=O)[O-]
→ -30.8	0.8	-10.9	3.3	-8.4	8.2	-8.4	15.6	-2.2	16.1	7.9
Cc1nn(C)c(C(=O)N/N=C/c2ccccc2)c1[N+](=O)[O-]
→ -12.8	0.9	-1.9	-10.2	12.5	9.1	-3.2	4.7	32.0	25.5	13.4
COC(=O)c1ccc2c(c1)S(=O)(=O)NC(=NCc1ccco1)S2
→ -7.8	3.4	-3.7	-13.6	2.5	8.9	-1.6	-9.8	-3.1	-5.0	-22.5
CNC(=O)NC1CCCc2ccccc21 (stereo not drawn)
→ 0.5	-0.4	-4.5	12.6	4.9	-2.5	-8.5	8.1	-5.6	9.0	14.6
C=CCc1cccc2cc(C(=O)Nc3ccc(S(=O)(=O)Nc4nnc(CC)s4)cc3)c(=O)oc12
→ 11.0	-1.9	-1.5	-9.4	-3.7	4.4	2.7	16.3	-3.2	-5.3	17.9
Cn1c(=O)[nH]c(=O)c2c1nc(NCCCn1ccnc1)n2Cc1ccc(F)cc1
→ -11.0	1.0	-4.4	2.9	8.8	-7.8	-2.8	-15.8	-0.5	-6.2	-1.3
N#CCN1CCC2(O)CCCCC2C1c1ccc2c(c1)OCO2 (stereo not drawn)
→ 9.9	-4.6	-19.3	-18.2	-4.7	9.7	3.7	0.8	-0.3	-6.2	7.3
Cc1ncsc1CCC(=O)N1CCCC(C(=O)c2ccc3c(c2)OCO3)C1 (stereo not drawn)
→ -33.1	-3.0	9.8	5.8	-12.4	4.5	-9.7	-31.7	-1.1	7.8	-52.0
Cc1cc(SCc2cc(=O)n3ccsc3n2)nc2ccccc12
→ 21.3	-0.6	-3.3	4.6	12.5	-26.6	-6.9	19.8	-11.2	-19.1	12.3
O=S(=O)(c1cccc2nsnc12)N1CCN(Cc2ccccc2)CC1
→ -29.1	2.8	-3.5	-2.0	9.5	5.4	-1.3	7.5	12.5	6.3	12.1
COc1ccc(COC(=O)CCCN=C2NS(=O)(=O)c3ccccc32)cc1F
→ 24.0	x	-10.5	4.1	x	-24.7	-0.8	7.0	x	11.6	4.9
O=C(Nc1ccc(S(=O)(=O)Nc2nccs2)cc1)/C(=C/c1ccccc1Cl)NC(=O)c1ccccc1
→ -1.6	1.2	-6.0	-0.5	3.8	4.2	1.5	4.1	0.5	-39.7	13.8
Cc1onc(-c2ccccc2)c1CNS(=O)(=O)c1cccc(Cl)c1
→ -8.5	3.4	-1.8	9.1	-1.5	0.8	-2.9	15.9	6.9	-4.4	10.4
CCOC(=O)N/N=C\c1ccccc1OC/C=C/c1ccccc1
→ -78.6	x	-7.1	-13.5	-47.6	-14.5	6.4	-250.0	-6.1	-54.4	-245.4
CSc1ccccc1C(=O)Nc1ccccc1C(=O)NC(C)C
→ -30.3	5.5	-1.5	5.2	12.7	-13.9	6.8	20.9	-14.8	-4.8	-0.5
CCOc1ccc(OCCCCNC(C)(C)C)cc1
→ 10.9	-1.8	10.7	3.4	9.3	-3.4	2.4	13.1	-0.1	0.1	2.6
Cc1n[nH]c(C)c1NC(=O)CSc1nnnn1-c1cccc(F)c1
→ 24.4	x	-2.3	-2.1	-4.7	33.7	28.7	8.1	3.9	-19.1	4.1
CC(NC(=O)CNC(=O)C1O[C@@H]2OC(C)(C)O[C@@H]2[C@H]2OC(C)(C)O[C@@H]12)C(=O)O (stereo partly drawn)
→ -8.6	2.6	-8.3	13.7	-1.8	-38.0	25.9	-3.0	-1.9	-15.5	16.8
Cc1ccc(CNC(=O)C2CCC(=O)N2Cc2ccc(F)cc2)cc1 (stereo not drawn)
→ -17.3	-1.3	-5.0	10.7	4.4	4.6	-0.3	-33.2	-7.2	-12.9	19.0
CC(C)C[C@H](NC(=O)[C@@H](Cc1ccccc1)n1c(=O)[nH]c2ccccc2c1=O)C(=O)N[C@@H](Cc1ccccc1)C(=O)O
→ -8.9	1.5	x	7.5	-0.9	-25.5	x	10.8	-9.7	0.8	3.9
O=C(Cn1nc(-c2ccccc2)ccc1=O)NCc1ccc(F)cc1
→ -8.7	-1.0	-6.4	-6.1	9.6	-8.0	-2.5	-32.5	2.0	7.9	-35.7
C[C@@]12C(=O)N(Cc3ccc(Cl)cc3)CC(=O)N1[C@H]1c3ccccc3OC[C@@H]1[C@@H]2c1ccccc1
→ -8.0	-2.4	-9.5	5.2	0.7	-2.7	-0.4	18.4	-1.1	7.3	11.3
COc1ccc(OC)c(NC(=O)N2CCCc3ccccc32)c1
→ -28.1	x	-5.9	3.4	11.7	-4.5	3.2	11.5	-0.9	9.9	-7.8
Cc1sc2ncnc(SCC(=O)c3ccc4c(c3)OCCO4)c2c1-c1ccccc1
→ 7.3	2.4	-3.3	0.4	20.9	29.5	1.6	10.1	-9.8	51.6	18.0
Nc1ccc(S(=O)(=O)Nc2nccc(/C=C/c3ccc(Br)s3)n2)cc1
→ 16.7	1.1	-5.1	9.2	4.9	14.6	11.0	19.3	u	-10.9	11.8
CCCCNC(=S)Nc1ccc(OC)nc1
→ -26.5	3.0	-7.5	12.0	-4.5	8.1	-0.9	-8.1	4.4	-8.0	-18.3

Hits appear at their usual frequency. Share with any hit: about 3.3%.
